HCV inh = qHTS Assay for Inhibitors of Hepatitis C Virus (HCV) | 3.4% of 340,000 active | Huh7.5.1 HCVcc-Cre infection, luciferase reporter, 44 h | Potency, µM (top dose mostly 41.8 µM), for inactives: at the top dose activity change, negative = inhibition, usual class: inhibitors | AID 651820, 2012; also: potency is read from the fitted curve at half-maximal effect
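1,000 cells/well; 4 h culture; + compound; + HCVcc-Cre (~0.5 moi); 44 h; luciferase substrate, RT 15 min; read 15 sec.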
LmPK inhibitor = qHTS Assay for Inhibitors of Leishmania Mexicana Pyruvate Kinase (LmPK). Q27686. 0.37% of 290,000 active. Potency, µM (titrated, usually from 57.5 µM), for the others: at the top dose activity change, negative = inhibition, usual class: inhibitors. purified LmPK, Kinase-Glo ATP luminescence, 1 h; also: potency is read from the fitted curve at half-maximal effect
Target sequence (Q27686 whole entry, looked up): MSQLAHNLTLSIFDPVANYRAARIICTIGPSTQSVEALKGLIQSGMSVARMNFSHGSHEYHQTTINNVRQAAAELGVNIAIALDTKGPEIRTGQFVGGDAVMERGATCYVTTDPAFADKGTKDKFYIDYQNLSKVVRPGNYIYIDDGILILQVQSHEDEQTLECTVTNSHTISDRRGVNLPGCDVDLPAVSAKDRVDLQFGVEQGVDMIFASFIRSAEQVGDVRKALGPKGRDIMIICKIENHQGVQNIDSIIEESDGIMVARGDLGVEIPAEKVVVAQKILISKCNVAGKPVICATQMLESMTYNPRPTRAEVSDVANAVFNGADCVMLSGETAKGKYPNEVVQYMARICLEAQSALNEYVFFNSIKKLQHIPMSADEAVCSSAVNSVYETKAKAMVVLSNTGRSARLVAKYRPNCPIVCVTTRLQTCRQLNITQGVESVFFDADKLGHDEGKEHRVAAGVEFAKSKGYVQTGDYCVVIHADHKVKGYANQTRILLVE
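In 50 mM imidazole pH 7.2 with 7 mM MgCl2, LmPK (0.1 nM) turned over PEP (0.5 mM) and ADP (0.1 mM) for 1 h at room temperature. Luciferase read-out of ATP.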
TbPYK inhibitor = qHTS of Trypanosoma Brucei Inhibitors | pyruvate kinase (Trypanosoma brucei), Q57TT1 | TbPYK enzyme, Kinase-Glo Plus ATP luminescence, 45 min | Potency, µM (titrated, usually from 76.8 µM), without a hit: top-dose activity, negative = inhibition, hits mostly inhibitors | 0.12% of 410,000 active | AID 624173, 2012; also: potency is read from the fitted curve at half-maximal effect; nearly all actives have a fitted effect of over 50% in size
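In this concentration-response screen, enzyme-free wells defined baseline while DMSO plates tracked drift. Each reaction combined TbPYK, substrate, compound and 130 uM ADP for 45 min at room temperature. Kinase-Glo Plus luminescence gave the signal.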
AMA1 RON2 block = qHTS for Inhibitors of AMA1-RON; Towards Development of Antimalarial Drug Lead: Primary Screen; Plasmodium falciparum AMA1 (3D7) - RON2 peptide interaction; AID 720542, 2013; 0.2% of 360,000 active; AlphaScreen AMA1-biotinylated RON2 peptide binding; Potency, µM (doses to about 58.2 µM), inactives show at the highest dose activity change, negative = inhibition, usual class: inhibitors;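 also: potency is read from the fitted curve at half-maximal effect; 0% = vehicle wells and -100% = peptide control; nearly all actives have a fitted effect of over 45% in size; some results filed as inactive show a strong effect at the top dose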
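AMA1 (3D7) with his tag at 25 nM final met compounds first, then biotinylated RON2 peptide at 25 nM; detection used donor plus acceptor beads, 10 µg/mL apiece, read by AlphaScreen after 30 min at room temperature.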
AmpC inh detg = qHTS Inhibitors of AmpC Beta-Lactamase (assay with detergent); P00811; AmpC hydrolysis of nitrocefin, absorbance 480 nm, 0.01% Triton; Potency, µM (highest dose often 114 µM), for inactives: at the highest dose activity change, negative = inhibition, hits mostly inhibitors; 0.041% of 370,000 active; AID 485294, 2010;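 also: potency is read from the fitted curve at half-maximal effect; 0% = no-compound wells and -100% = no-enzyme wells; nearly all actives have a fitted effect of over 25% in size; some results filed as inactive show a strong effect at the top dose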
Target sequence (P00811 whole entry, looked up): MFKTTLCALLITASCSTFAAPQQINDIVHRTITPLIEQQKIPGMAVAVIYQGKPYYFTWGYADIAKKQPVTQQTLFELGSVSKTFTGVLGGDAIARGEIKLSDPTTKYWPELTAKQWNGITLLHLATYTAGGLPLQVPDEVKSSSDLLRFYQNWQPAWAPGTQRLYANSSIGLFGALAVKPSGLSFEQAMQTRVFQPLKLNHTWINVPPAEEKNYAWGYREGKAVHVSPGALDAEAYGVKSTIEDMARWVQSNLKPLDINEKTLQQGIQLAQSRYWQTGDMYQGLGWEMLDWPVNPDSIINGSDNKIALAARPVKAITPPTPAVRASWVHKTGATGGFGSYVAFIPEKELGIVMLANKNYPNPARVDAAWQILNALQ
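20 mM phosphate pH 7.0 + 0.01% (detergent screen) or 0.0001% Triton X-100; 5.3 nM AmpC reagent; cpd preinc 15 min RT; nitrocefin (800 uM stock) to start; A480 q20 s × 4 min; Activity was normalised to no-enzyme and no-compound control wells.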
AmpC inh no detg = qHTS Inhibitors of AmpC Beta-Lactamase (assay without detergent); P00811; AmpC nitrocefin hydrolysis, absorbance 480 nm, 0.0001% Triton; Potency, µM (top dose mostly 57.1 µM), inactives show top-dose activity change, negative = inhibition, actives largely listed as inhibitors; 0.52% of 330,000 active;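 also: potency is read from the fitted curve at half-maximal effect; plate controls were no compound for no effect and no enzyme for full effect; nearly all actives have a fitted effect of over 20% in size; some results filed as inactive show a strong effect at the top dose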
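AmpC (5.3 nM in the dispensed reagent) in 20 mM phosphate pH 7.0 with 0.01% (detergent screen) or 0.0001% Triton X-100 was preincubated with compounds for 15 min at room temperature. Nitrocefin was then added from an 800 uM solution, and hydrolysis was followed at 480 nm.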
HCMV antiviral = qHTS Assay for inhibitors of the human cytomegalovirus (HCMV); 4.5% of 410,000 active; AID 1259415, 2018; HFF cells, HCMV-luciferase reporter, 72 h; hits give low values; activity change, negative = inhibition, % at 57.5 µM; in the data active = activity change below about -60%; inconclusive = no clear call, values can overlap the other calls; inactive = above about -39%
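Two compound doses tested in HFFs infected with HCMV-luciferase, MOI 1 PFU/cell, 72 h at 37C. Lysate luminescence read with OneGlo; data normalized against buffer-only and 10uM Salinomycin inhibitor controls.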
* marks the source's active call; other numbers are inactive results; ? = inconclusive; nt = no result given; [ ] = remark or other dose. Unless noted, calls follow the shape of the dose curve; as a rule, active = well fitted curve in the direction sought with a large enough effect; inconclusive = small, poorly fitted or top-dose-only effect, or another doubt; inactive = no such curve, though single readings can be large; an effect the other way counts as inactive or inconclusive. Unless noted, % is scaled to controls: 0 for no effect and ±100 for the full control effect.

[1] CC(C)Oc1ccc(C(=O)NC(Cc2c[nH]c3ccccc23)C(=O)NN)cc1 (stereo not drawn)
[2] COc1ccccc1CN1CC(C(=O)N(C)CCOc2ccccc2)CCC1=O (stereo not drawn)
[3] O=C(NCc1ccco1)C1CCCN(S(=O)(=O)c2cccc3cccnc23)C1 (stereo not drawn)
[4] O=C(O)c1ccc(Nc2nc(-c3ccccc3)nc3ccccc23)cc1
[5] CCc1ccc2c(CC(=O)Nc3cccc(S(=O)(=O)N4CCOCC4)c3)coc2c1
[6] NN/C(=C\[N+](=O)[O-])Nc1ccccc1
[7] Cc1nccc2c1[nH]c1ccc(Br)cc12
[8] c1ccc2sc(N3CCNCC3)nc2c1
entry no.,1,2,3,4,5,6,7,8
HCV inh,13.5%,19.1%,-7.8%,-12.4%,?,11.5%,3.98µM*,3.2%
LmPK inhibitor,3.7%,4.7%,-3.2%,6.4%,nt,-5.7%,nt,5.5%
TbPYK inhibitor,-4.2%,11.8%,-3.0%,?,1.8%,1.1%,-7.6%,-1.9%
AMA1 RON2 block,63.6%[activator],-12.5%,-22.1%,-0.3%,-5.0%,18.4%,-0.8%,-2.1%
AmpC inh detg,-5.8%,-5.9%,-4.7%,-0.3%,?,4.3%,-4.5%,3.9%
AmpC inh no detg,21.3%,73.4%[activator],-19.6%,-37.8%,-5.2%,-36.3%,-8.1%,-12.8%
HCMV antiviral,0.2,-17.8,-14.5,112.4,9.5,?,-1.7,?

[9] Nn1c(SCC(=O)Nc2nnc(-c3ccccc3)o2)nnc1C1CC1
[10] COC(=O)C1=C(C)N=C2SC(C#N)=C(N)N2C1c1cccc(OC)c1 (stereo not drawn)
[11] O=C(c1ccc(NC2=NC3CS(=O)(=O)CC3S2)cc1)N1CCN(c2ccc([N+](=O)[O-])cc2)CC1 (stereo not drawn)
[12] CC(C(O)C12CC3CC(CC(C3)C1)C2)N1CCCCC1 (stereo not drawn)
[13] Cc1ccc(C(C[N+](=O)[O-])c2c(C)cc3ccccn23)cc1 (stereo not drawn)
[14] CC(=O)OC1C=CCC2C(=O)c3cccc(O)c3C(O)C12 (stereo not drawn)
[15] COCCC(=O)N(Cc1ccc2c(c1)OCO2)C(C(=O)NC1CCCCC1)c1ccncc1 (stereo not drawn)
[16] CCn1ncc(C2=NOC(C(=O)NCc3ccc(Cl)cc3)C2)c1C (stereo not drawn)
entry no.,9,10,11,12,13,14,15,16
HCV inh,17.6%,-8.1%,16.0%,-12.1%,?,18.3%,5.5%,10.7%
LmPK inhibitor,nt,3.7%,-4.7%,-0.1%,0.5%,nt,0.7%,-0.7%
TbPYK inhibitor,1.4%,-1.2%,-2.9%,1.5%,-8.3%,-9.9%,0.6%,-0.1%
AMA1 RON2 block,28.2%,19.9%,-1.8%,10.4%,-2.2%,-5.6%,-1.2%,-5.5%
AmpC inh detg,-11.6%,-9.4%,-4.8%,5.8%,-6.0%,nt,?,-6.2%
AmpC inh no detg,-11.9%,-11.8%,19.9%,-21.6%,22.4µM*,nt,-16.4%,18.9%
HCMV antiviral,5.7,6.1,52.3,-34.3,-18.9,-1.9,11.4,-80.8*

[17] COc1ccccc1N1CCN(C2C(=O)c3ccccc3N2C(C)=O)CC1 (stereo not drawn)
[18] O=C(O)COn1c(-c2ccc(Cl)cc2)nc2ccc(Cl)cc21
[19] O=C(Nc1ccc(S(=O)(=O)NC2=NCCCCC2)cc1)c1ccco1
[20] CCOC(=O)c1sc(NC(=O)CSc2nc3c(cc2C#N)CCCCCC3)c(C#N)c1C
[21] O=c1cc(O)n(C2CCCCCC2)c(=O)[nH]1
[22] FC(F)(F)c1cccc(NC(=S)NNC(=S)Nc2cccc(C(F)(F)F)c2)c1
[23] O=C(C1=C[C@H](c2ccc(Br)cc2)C[C@H](OCc2ccc(CO)cc2)O1)N1CCOCC1
[24] Cc1csc(NC(=O)CSc2nnc(-c3ccoc3C)n2C(C)c2ccccc2)n1 (stereo not drawn)
entry no.,17,18,19,20,21,22,23,24
HCV inh,nt,-3.0%,9.6%,13.2%,1.8%,nt,0.0%,?
LmPK inhibitor,nt,-0.5%,3.6%,5.8%,6.3%,12.2%,2.7%,-6.3%
TbPYK inhibitor,-6.6%[15.4 µM],-1.0%,1.1%,3.1%,-3.2%,nt,-8.0%,-5.3%
AMA1 RON2 block,nt,12.1%,6.9%,-31.5%,0.0%,nt,-6.8%,-13.8%
AmpC inh detg,-2.9%,-5.5%,-9.3%,-11.3%,-7.9%,26.0%,0.5%,-13.6%
AmpC inh no detg,nt,-18.4%,-16.7%,-9.6%,-33.9%,-34.0%,159.5%[activator],36.0%
HCMV antiviral,0.0,-7.5,7.0,14.5,24.9,nt,-5.7,-8.7

3 entries from above, reformatted:
| cpd | smiles | HCV inh | LmPK inhibitor | TbPYK inhibitor | AMA1 RON2 block | AmpC inh detg | AmpC inh no detg | HCMV antiviral |
| --- | --- | --- | --- | --- | --- | --- | --- | --- |
| 1 | CC(C)Oc1ccc(C(=O)NC(Cc2c[nH]c3ccccc23)C(=O)NN)cc1 (stereo not drawn) | 13.5% | 3.7% | -4.2% | 63.6%[activator] | -5.8% | 21.3% | 0.2 |
| 2 | COc1ccccc1CN1CC(C(=O)N(C)CCOc2ccccc2)CCC1=O (stereo not drawn) | 19.1% | 4.7% | 11.8% | -12.5% | -5.9% | 73.4%[activator] | -17.8 |
| 3 | O=C(NCc1ccco1)C1CCCN(S(=O)(=O)c2cccc3cccnc23)C1 (stereo not drawn) | -7.8% | -3.2% | -3.0% | -22.1% | -4.7% | -19.6% | -14.5 |

Next part
[25] CCOC(=O)N1CCN(C(=S)NC(=O)c2cncc(Br)c2)CC1
[26] COc1cccc(OCCn2c(C)c(/C=N/n3cnnc3)c3ccccc32)c1
[27] CCCC(=O)Nc1ccc2nc(SCC(=O)N3CCCC3)sc2c1
[28] O=C(NCCc1cccnc1)c1cc(COc2ccc(F)cc2F)on1
[29] COc1cc(C(=O)O/N=C(\N)c2ccccn2)cc(OC)c1OC
[30] CN(C)Cc1ccccc1COc1ccccc1
[31] CC(C)(CC(=O)O)CC(=O)NCc1c(Cl)cccc1Sc1ccc(Cl)cc1
[32] O=c1cc(NCc2ccccc2)nc2n1CCCS2
entry no.,25,26,27,28,29,30,31,32
HCV inh,10.9%,?,?,-10.3%,14.5%,-11.5%,12.6%,3.2%
LmPK inhibitor,2.7%,-0.9%,-1.2%,0.9%,-2.3%,-0.3%,3.7%,2.3%
TbPYK inhibitor,-14.5%,-5.6%,-7.4%,0.0%,-6.3%,0.2%,0.5%,-8.6%
AMA1 RON2 block,71.6%[activator],8.0%,-18.8%,-0.1%,72.9%[activator],-19.1%,9.2%,1.2%
AmpC inh detg,?,4.1%,7.4%,-8.9%,1.2%,?,1.6%,?
AmpC inh no detg,-16.9%,31.1%,-14.9%,1.5%,-2.4%,0.1%,-17.1%,?
HCMV antiviral,-14.7,26.5,11.8,-25.3,0.8,-37.4,-14.2,?

[33] CC(NC(=O)COc1cc(=O)n(C)c2ccccc12)c1ccc2c(c1)OCCO2 (stereo not drawn)
[34] O=[N+]([O-])c1cccc(-c2ccc(SCc3ccccn3)nn2)c1
[35] COc1ccc(Cl)cc1-c1cc(C(=O)Nc2ccc(F)cc2)[nH]n1
[36] CC1(C(=O)Nc2cccnc2)Cc2c(-c3cccc(C(F)(F)F)c3)ccnc2O1 (stereo not drawn)
[37] Cc1ccc(S(=O)(=O)N2CCCC(C)C2)cc1 (stereo not drawn)
[38] Cc1ccc(-n2nc(C)c3c(C(=O)O)cc(C)nc32)cc1
[39] CC(C)(C)OC(=O)N1CCC(c2c(C(=O)N3CCN(c4ccccn4)CC3)cnn2-c2cccc(F)c2)CC1
[40] CC(C)C(=O)NCC(c1ccc2c(c1)OCO2)N1CCN(c2ccccc2)CC1 (stereo not drawn)
entry no.,33,34,35,36,37,38,39,40
HCV inh,15.2%,8.9%,nt,nt,16.3%,nt,nt,nt
LmPK inhibitor,2.0%,7.3%,nt,nt,-3.3%,nt,nt,nt
TbPYK inhibitor,nt,-5.6%,6.0%,-0.1%,7.9%,3.4%,5.2%[15.4 µM],1.1%
AMA1 RON2 block,-4.4%,-14.2%,0.0%,-5.0%,-4.3%,nt,nt,nt
AmpC inh detg,0.7%,4.3%,nt,nt,-9.0%,8.8%,23.1%,-7.3%
AmpC inh no detg,0.8%,-10.0%,nt,nt,-16.0%,nt,nt,nt
HCMV antiviral,45.9,30.4,-8.7,2.6,-11.9,55.9,0.0,1.7

[41] Cc1cccc(NC(=O)CN(C)S(=O)(=O)c2ccc3c(c2)c(=O)n(C)c(=O)n3C)c1
[42] Fc1ccc(-c2ccnc3nc(N4CCOCC4)nn23)cc1
[43] O=C(CCN=C1NS(=O)(=O)c2ccccc21)OCc1nnc(-c2ccc([N+](=O)[O-])cc2)o1
[44] Cc1cnc(CNC(=O)C2CCC(=O)N(CCc3cccc(F)c3)C2)[nH]1 (stereo not drawn)
[45] O=[N+]([O-])c1cc(S(=O)(=O)N2CCCCCC2)ccc1F
[46] CCCC(=O)N1CCN(c2nc3c(OC)ccc(Cl)c3s2)CC1
[47] O=C(Nc1ccnn1C1CCN(C2CCCC2)CC1)c1ccccc1Cl
[48] NC(=S)Nc1c(Cl)cccc1Cl
[49] Cc1ccc(C)c(S(=O)(=O)NCc2ccc(C(=O)NCc3ccco3)cc2)c1
entry no.,41,42,43,44,45,46,47,48,49
HCV inh,nt,11.2%,27.7%,8.1%,?,?,-12.7%,7.7%,-13.2%
LmPK inhibitor,nt,-1.1%,nt,0.5%,-0.7%,-4.4%,-12.0%,-3.1%,-0.3%
TbPYK inhibitor,-1.0%,-10.6%,-0.3%,5.3%,-15.6%,-9.8%,13.7%,-2.0%,0.1%
AMA1 RON2 block,nt,-1.9%,8.6%,-4.5%,-8.9%,1.6%,4.5%,-3.6%,-9.7%
AmpC inh detg,-8.8%,-7.0%,nt,2.4%,-2.5%,-11.9%,-10.2%,7.6%,-5.4%
AmpC inh no detg,nt,-7.1%,-32.2%,-0.6%,-19.1%,163.6%[activator],-10.1%,-8.5%,-34.1%
HCMV antiviral,-17.6,-3.4,67.8,0.0,-97.2*,-31.2,7.6,23.9,10.3

From PubChem BioAssay

No enrichment for hits; about 7.5% have a hit in one of these screens.
